# Growth percent in the NCI-60 one-dose screen (48 h, 10 µM unless noted): 100 = growth as untreated, 0 = no growth, -100 = all killed.
# NCI-H522: NCI-H522 lung cancer; hit rate 8% among 78,000; AID 1794739
# COLO 205: COLO 205 colon cancer; hit rate 7.3% among 79,000; AID 1794742
# NCI-H226: NCI-H226 lung cancer; hit rate 3.5% among 79,000; AID 1794732
# NCI/ADR-RES: NCI/ADR-RES ovarian cells | AID 1794790 | hit rate 4.4% among 81,000
# SK-OV-3: SK-OV-3 ovarian cancer cells; hit rate 3.2% among 80,000; AID 1794785
# IGROV1: IGROV1 ovarian cancer; hit rate 4.7% among 79,000; AID 1794786
# NCI-H23: NCI-H23 lung cancer | hit rate 4% among 80,000
# NCI-H460: NCI-H460 lung cancer; AID 1794736; hit rate 6.8% among 82,000
# NCI-H322M: NCI-H322M lung cancer; hit rate 2.7% among 80,000; AID 1794733
# * hit, by the source's call; x = not tested or not shown; & = joins results of further samples. The calls were made as follows: active = growth percent below 10; inactive = the rest.
SMILES,NCI-H522,COLO 205,NCI-H226,NCI/ADR-RES,SK-OV-3,IGROV1,NCI-H23,NCI-H460,NCI-H322M
CCOC(=O)c1c(C)nc2ccccc2c1/C=C/c1cccs1,57,84,72,43,76,72,58,85,89
CCOC(=O)/C=C(/C)Nc1ccc(Cl)cc1,97,109,90,107,106,101,103,102,93
CCCCC(=O)c1ccc(OC)cc1,91,118,100,105,111,101,100,104,111
CCOC(=O)c1cc(=O)[nH]c(=S)[nH]1,69,97,95,107,89,104,101,110,88
Nc1ncc(-c2ccc3ncnc(N4CCc5cc(F)c(Cl)cc54)c3c2)cc1CO,-18*,-22*,19,9.2*,-18*,-55*,x,7.0*,-2.3*
Cc1ccc2nc(Cl)cc(=O)n2c1,116,108,108,117,102,123,107,113,116
Fc1ccc(-n2cc(CSc3nnc(Cn4c(C(F)(F)F)nc5ccccc54)o3)nn2)cc1,75,82,91,90,88,99,95,102,89
CN(C)c1ccc(-c2ccc3[nH]c(=O)nc(-c4ccc(F)cc4)c3c2)cn1,15,40,68,52,36,54,56,22,68
O=Nc1c(-c2c(O)[nH]c3ncccc23)[nH]c2ccccc12,48,108,79,72,6.5*,-25*,70,52,31
Cc1ccc(-n2cc(-c3ccccc3)c3c(SCC(=O)N/N=C/c4ccc(N(C)C)cc4)ncnc32)cc1,82,96,61,92,84,86,81,107,96
O=C1OC(c2ccc(O)cc2)(c2ccccc2O)c2ccccc21 (centres undefined),x,104,104,104,120,x,102,105,x
CCCCOC(=O)C(C)OC(=O)c1cccc(C(=O)OC(C)C(=O)OCCCC)c1 (centres undefined),97,106,97,108,95,106,106,113,94
CCOC(=O)c1c2c(c(-c3ccc(OC)cc3)n1Cc1ccccc1)CCCc1cnoc1-2,81,96,82,87,91,105,88,83,109
COc1nc(OC)nc(-c2cnc3cc(O)c(OC)cc3c2)n1,42,112,108,98,89,100,92,102,90
COc1cc2ncnc(Nc3cc(C)[nH]n3)c2cc1OC,78,110,115,100,84,55,104,105,84
S=C(SSC(=S)N(c1ccccc1)c1ccccc1)N(c1ccccc1)c1ccccc1,81,132,99,105,100,111,100,106,x
Nc1nc2ccc(OC(F)(F)F)cc2o1,103,116,97,98,99,104,88,114,112
Cc1ccc(Cn2c(O)c(N=NC(=O)c3ccc(S(N)(=O)=O)cc3)c3ccccc32)cc1,97,115,94,108,109,107,101,104,99
CN1C(=O)c2cc(Cl)nc3c(NC(=O)c4cccc(Cl)c4)c(Cl)c(NC(=O)c4cccc(Cl)c4)c1c23,-55*,1.5*,24,28,86,-66*,19,2.8*,28
COc1ccc(C2c3sc4ccc(C)cc4c3Oc3nc(N)nc(N)c32)cc1 (centres undefined),57,94,78,85,89,79,x,89,89
COc1cc(/C=C/C(=O)NO)ccc1OCCOc1ccc2c(C)cc(=O)oc2c1,97,120,100,98,109,103,x,95,106
COC(=O)Nc1cccc2ccccc12,98,x,86,105,103,97,102,100,103
O=C(O)c1cccc2c1C(=O)c1cc([N+](=O)[O-])cc([N+](=O)[O-])c1-2,107,116,99,95,107,122,93,99,x
Cc1ccc(-n2cc3c(-c4cc5c(ccc6ccccc65)oc4=O)n[nH]c(=O)c3n2)cc1,90,116,80,96,96,78,95,86,82
Cc1ccc(-c2csc(NN=C(c3ccccc3)c3ccccc3)n2)cc1,68,100,93,103,85,97,95,96,107

# Additional compounds
SMILES,NCI-H522,COLO 205,NCI-H226,NCI/ADR-RES,SK-OV-3,IGROV1,NCI-H23,NCI-H460,NCI-H322M
N#Cc1ccc(NC(=O)CSc2ccc(-c3ccc(Br)cc3)nn2)cc1,52,112,45,36,86,75,51,65,77
N=C(N)N=Nc1ccc(NN=C(N)N)c2ccccc12,87,111,117,110,88,107,106,108,97
CCC(ON=C(C)C)C(=O)O (centres undefined),110,107,111,112,118,120,108,111,112
Cc1cc(=S)nc(N)[nH]1,96,107,102,96,115,100,98,107,97
O=c1[nH]c(=O)c2[nH]c(=O)n(-c3ccccc3)c2[nH]1,x,98,93,107,97,110,103,106,105
Oc1ccc(CSc2nnc(-c3ccc(Br)cc3)o2)c2cccnc12,29,100,61,13,50,32,38,11,36
Cc1cccc(Cl)c1NC(=O)C(C)C,x,101,96,110,106,103,115,106,103
Cc1ccc(N)c(O)c1,74,132,98,93,112,70,86,100,91
CC(=O)Nc1ccc(S(=O)(=O)Oc2nccnc2N)cc1,116,114,105,103,125,98,99,107,125
O=C1/C(=C/c2cccs2)SC(=S)N1CC(=S)C1C=CS(=O)(=O)C1 (centres undefined),54,126,68,90,98,88,86,77,91
O=C1Nc2ccc(Cl)cc2/C1=N/N=C/c1ccc2c(c1)OCCO2,91,x,108,105,x,95,95,108,104
COc1cc(-c2ncn(/C=C\C(=O)OC(C)C)n2)cc(C(F)(F)F)c1,-71*,-62*,-47*,2.8*,28,14,17,-32*,0.8*
COc1ccc(-c2c(C#N)c(-c3cccs3)nc3c2c(-c2ccccc2)nn3-c2ccccc2)cc1,85,107,104,98,91,99,96,93,95
CNC1=C([N+](=O)[O-])C(c2cc(OC)c(OC)c(OC)c2)C(C#N)=C(c2ccc[nH]2)O1 (centres undefined),93,106,100,106,101,95,100,109,100
Nc1cccc2[nH]c(=O)c3ccccc3c12,74,x,x,85,96,98,83,94,100
Cc1cc(C)c(-c2c(Br)c(OC(=O)CO[C@@H]3C[C@H](C)CC[C@H]3C(C)C)c(-c3c(C)cc(C)c(Br)c3C)c(Br)c2OC(=O)CO[C@@H]2C[C@H](C)CC[C@H]2C(C)C)c(C)c1Br,102,116,106,105,101,126,105,114,118
N#CCNC(=O)Cc1ccccc1,102,122,81,104,99,128,95,111,116
COc1ccc(/C=C(\C#N)n2nnc3cc(C(=O)Nc4ccccc4SC)ccc32)cc1,87,110,86,82,93,106,92,115,91
CCOC(=O)c1cc[nH]c1CC(=O)NC,107,128,108,102,100,107,102,106,110
CC(=O)OCC1O[C@@H](Oc2ccc3c(C)cc(=O)oc3c2C(C)=O)C(OC(C)=O)[C@@H](OC(C)=O)[C@H]1OC(C)=O (some centres undefined),92,132,98,104,114,102,99,110,96
CC(O)COC(C)c1ccccc1 (centres undefined),91,98,105,100,112,102,97,113,119
CCOC(=O)c1c(C)oc2ncnc(N3CCN(C(=O)Nc4cccc(C)c4)CC3)c12,81,103,90,101,86,106,97,82,95
O=C(c1ccccc1)C1N=NCC1c1ccc(Cl)cc1 (centres undefined),89,121,96,99,114,x,98,104,101
S=C1Nc2ccccc2C(=S)N2CCCC12 (centres undefined),97,113,95,102,110,102,93,103,98
O=c1[nH]c(N2CCc3ccccc3C2)nc2sc3c(c12)CCCC3,72,99,102,95,88,101,90,115,99

# Continued, overlapping the part above by six compounds.
SMILES,NCI-H522,COLO 205,NCI-H226,NCI/ADR-RES,SK-OV-3,IGROV1,NCI-H23,NCI-H460,NCI-H322M
CC(=O)OCC1O[C@@H](Oc2ccc3c(C)cc(=O)oc3c2C(C)=O)C(OC(C)=O)[C@@H](OC(C)=O)[C@H]1OC(C)=O (some centres undefined),92,132,98,104,114,102,99,110,96
CC(O)COC(C)c1ccccc1 (centres undefined),91,98,105,100,112,102,97,113,119
CCOC(=O)c1c(C)oc2ncnc(N3CCN(C(=O)Nc4cccc(C)c4)CC3)c12,81,103,90,101,86,106,97,82,95
O=C(c1ccccc1)C1N=NCC1c1ccc(Cl)cc1 (centres undefined),89,121,96,99,114,x,98,104,101
S=C1Nc2ccccc2C(=S)N2CCCC12 (centres undefined),97,113,95,102,110,102,93,103,98
O=c1[nH]c(N2CCc3ccccc3C2)nc2sc3c(c12)CCCC3,72,99,102,95,88,101,90,115,99
COc1ccc(NC(=O)/C=N/O)cc1,99,102,106,95,106,109,93,102,104
O=C1/C(=C/c2ccc(Cl)cc2)CN(Cc2cn(CCCNc3ccnc4cc(Cl)ccc34)nn2)C/C1=C\c1ccc(Cl)cc1,-93*,-61*,-81*,2.4*,-48*,-0.7*,x,-68*,-29*
Oc1c(C(Nc2ccccc2)c2ccccc2)ccc2cccnc12 (centres undefined),4.8*,17,33,17,41,41,51,21,46
COc1ccc([C@H]2[C@H](O)C(=O)N2c2cc(OC)c(OC)c(OC)c2)cc1F,-56*,-79*,33,8.5*,30,19,22,4.6*,51
COc1ccc(C2C=C(c3ccc(Cl)cc3)N=C3SC=C(C)N32)cc1OC (centres undefined),101,111,100,107,116,121,101,104,112
CC/C(=C(\c1ccc(OCCN2CCCCC2)cc1)c1ccc(OC(=O)c2ccccc2)cc1)c1ccccc1,89,107,93,100,92,114,95,108,102
COc1ccc2nc3ccccc3c(NCc3ccc(F)cc3)c2c1,18,-54*,30,15,38,8.1*,14,5.5*,23
O=C(Nc1ccc(Cl)cc1)c1ccccc1CC(O)(c1ccccc1)c1ccccc1,54,85,83,47,102,84,76,70,84
O=C(Nc1ccc(Br)cc1)C1(C(=O)Nc2ccc(Oc3ncnc4scc(Nc5n[nH]c(=S)s5)c34)cc2)CC1,84,98,81,100,101,102,x,99,107
COc1ncc(-c2ccc3ncnc(Nc4cccc(Cl)c4)c3c2)cc1NS(=O)(=O)C1CC1,12,31,24,41,8.1*,-39*,54,28,-5.8*
Cc1cc(=O)[nH]c(SCc2ccccc2Cl)n1,118,115,108,100,106,124,99,114,118
COCOc1cc2oc(C(=O)N[C@@H](Cc3ccccc3)C(=O)C(=O)NCCc3ccc(OC)cc3)c(C)c(=O)c2cc1OCOC,102,110,98,105,113,109,84,101,115
CCOC(=O)C1=CC=C(c2cc3cc(Br)ccc3oc2=O)NC1C (centres undefined),86,119,101,97,98,106,99,109,105
Cn1c(O)c(C(/C=C/c2ccccc2)=Nc2ccccc2N)c(=O)n(C)c1=O,90,95,98,96,110,77,94,104,105
COC(=O)C1(C)CCCC2(C)C1CCC13OCC(CC21)C(O)(C(C)C)C3O (centres undefined),106,104,100,105,115,104,105,111,117
CCN(CC)CCOc1ccccn1,91,118,96,102,112,99,99,108,101
Clc1csc2ccccc12,110,114,112,109,103,108,108,x,116
CCOC(=O)c1[nH]n(-c2ccccc2)c(=O)c1C=NC(=S)c1cccnc1,68,112,100,103,105,110,97,103,110
COc1ccc(/C=C2/CN(CCC#N)C/C(=C\c3ccc(OC)cc3)C2=O)cc1,-28*,-52*,-6.8*,7.0*,13,7.9*,31,2.6*,76
O=C(O)COc1cc([N+](=O)[O-])c(Cl)cc1Cl,96,96,103,98,100,97,96,106,95
CCO/C=N/C1=C(C#N)C(c2ccc(F)cc2)c2sc3c(F)cccc3c2O1 (centres undefined),-22*,78,68,26,47,50,61,16,65
COc1ccc(C2C(C#N)=C(/N=C/c3ccc(Cl)cc3)Oc3c2sc2c(C)cccc32)cc1 (centres undefined),-41*,-22*,45,11,43,24,26,10,44
COC(=O)C1=C(O)CON(c2ccccc2)[C@H]1c1ccccc1,96,112,104,106,113,101,109,106,103
CCNC(=O)Oc1ccc(/C(=C(/C)c2ccc(OC)cc2)c2ccc(OCCN(C)C)cc2)cc1,91,84,97,83,102,87,82,86,89
COc1ccccc1NC(=O)c1cccc(C2CCc3c(cc(OC)c(OC)c3OC)O2)c1 (centres undefined),72,94,92,89,85,90,98,97,89

# Next structures follow:
SMILES,NCI-H522,COLO 205,NCI-H226,NCI/ADR-RES,SK-OV-3,IGROV1,NCI-H23,NCI-H460,NCI-H322M
CCN(Cc1cccc(S(=O)(=O)O)c1)c1ccc(C(=C2C=CC(=[N+](CC)Cc3cccc(S(=O)(=O)O)c3)C=C2)c2ccccc2)cc1,82,125&115,107&102,100&106,114&101,100&99,97&98,105&105,123&96
O=C(CCc1nnc2sc(-c3ccc(Cl)cc3Cl)nn12)c1nc2ccccc2[nH]1,-75*,x,-78*,-0.8*,-52*,0.4*,-35*,-58*,-55*
CC(=O)Nc1ccc(-c2ccc3c(c2)NC(=O)/C3=C\c2ccc[nH]2)cc1,59,139,86,97,121,97,52,50,65
O=[N+]([O-])c1cnc(N2CCN(Cc3cccc(F)c3)CC2)nc1N1CCN(Cc2cccc(F)c2)CC1,72,99,69,74,97,89,80,93,100
CS(=O)(=O)c1ccc(-c2nn(-c3ccc(F)cc3)cc2/C=N/NC(=O)c2ccncc2)cc1,92,105,103,102,108,101,94,109,101
Cc1ccc(Nc2nc(N)nc(CSCC(=O)NN)n2)cc1,97,110,98,104,101,100,99,107,100
O=C(Cl)c1ccc(C(=O)Cl)cc1,82,101,92,103,93,106,97,103,92
Nc1ncc(-c2ccc(C(=O)N3CCC(O)CC3)cc2)nc1-c1ccc(C(F)(F)F)cc1,112,128,112,116,125,125,102,106,105
c1ccc2c([C@H]3CC[C@H](c4c[nH]c5ccccc45)c4[nH]c5ccccc5c43)c[nH]c2c1,64,88,90,81,71,43,69,68,68
CC(=O)N1N=C(c2ccccc2)CC1c1ccc2c(c1)OCO2 (centres undefined),x,112,89,86,96,93,91,x,107
COc1ccc(-c2cc(-c3c(C)nn(-c4ccccc4)c3Cl)cc(-c3ccc(OC)cc3)n2)cc1,89,109,93,100,97,114,91,102,106
COc1ccc2[nH]c(=O)c(C3C4=C(CC(C)(C)CC4=O)Nc4c3c(C)nn4-c3ccccc3)cc2c1 (centres undefined),69,108,84,97,99,90,96,106,87

# Entries listed so far with a COOH group (3):
SMILES,NCI-H522,COLO 205,NCI-H226,NCI/ADR-RES,SK-OV-3,IGROV1,NCI-H23,NCI-H460,NCI-H322M
O=C(O)c1cccc2c1C(=O)c1cc([N+](=O)[O-])cc([N+](=O)[O-])c1-2,107,116,99,95,107,122,93,99,x
CCC(ON=C(C)C)C(=O)O (centres undefined),110,107,111,112,118,120,108,111,112
O=C(O)COc1cc([N+](=O)[O-])c(Cl)cc1Cl,96,96,103,98,100,97,96,106,95

# Assay outcomes from PubChem.

# Outcome played no part in choosing rows, and some 11% of all compounds hit somewhere here.
